Screening results from PubChem.
M18AAP inhibitor – blocks P. falciparum M18 aspartyl aminopeptidase; recombinant PfM18AAP, H-Glu-NHMec fluorogenic cleavage; inhibition, % at 7.35 µM; actives 1.2% (n = 290,000); AID 1822;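 active means inhibition above the campaign mean inhibition over all tested compounds plus 3 SD, cut at about 28% in these data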;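 further: 0% = plate median of test compound wells and 100% = 2 mM ZnCl2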
IMP-1 inhibitor – inhibitors of Pseudomonas aeruginosa IMP-1 metallo-beta-lactamase; purified IMP-1, nitrocefin hydrolysis, epi-absorbance fluorescence; inhibition, % at 5.6 µM; actives 0.45% (n = 290,000); AID 1556;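 active means inhibition above the mean plus 3 SD of all compounds in the same screening run, cut at about 4.5% in these data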;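 further: 0% = IMP-1 with DMSO and 100% = DMSO wells lacking enzyme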
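assay system = purified recombinant IMP-1 metallo-beta-lactamase enzyme | schedule = 15 min preincubation plus 25 min reaction at 25 °C | signal = Epi-absorbance fluorescence, 480 nm excitation, 530 nm emission | read-out basis = percent inhibition from optical density relative to buffer-blank wells | controls = IMP-1 with DMSO as 0%, enzyme-free DMSO as 100%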
NS3 helicase inh – inhibitors of Hepatitis C virus NS3 helicase | NS3 helicase DNA unwinding, Cy5 molecular beacon fluorescence | inhibition, % at 10.9 µM | actives 0.56% (n = 290,000) | AID 1800;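 active means inhibition above the mean of all tested compounds plus 3 SD, set per campaign, cut at about 35% in these data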;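 further: 0% = DMSO wells and 100% = thioflavine S control wells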
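System: HCV NS3 helicase fragment; control set: DMSO and thioflavine S; technique: Cy5 fluorescence at 0 and 60 min, beacon hairpin quenching; reagent: beacon DNA duplex substrate plus ATP; replicates: singlicate; schedule: 1 h reaction at 25 °C, ATP-initiated; medium: MOPS buffer pH 6.5 with MgCl2, DTT, Tween20, BSA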
FID counter – counter-screen for HCV NS3 helicase inhibitors: DNA intercalator displacement; inhibition, % at 7.9 µM; DNA fluorescent intercalator displacement, fluorescence; actives 0.17% (n = 290,000); in the data active means inhibition above about 37%;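 further: 0% = vehicle and 100% = reference compound; higher means more ethidium bromide displaced from hairpin DNA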
NALP1 inh – NALP1 inhibition. AID 2071. S. cerevisiae NALP1/ASC/caspase-1 growth, X-gal OD620, 72 h. inhibition, % at 10 µM. actives 0.61% (n = 280,000); in the data active means inhibition mostly above about 24%, no sharp cut-off; inactive means mostly below about 32%; further: some compounds called inactive have numbers as strong as hits
SUMO HTRF inh – blocks human SUMOylation mediated by UBC9. P63279. HTRF SUMOylation assay, SAE1/SAE2 + UBC9, in vitro. inhibition, % at 35 µM. actives 0.36% (n = 290,000). AID 2006; in the data active means inhibition above about 50%, passing the limit was not always enough; further: strong numbers were not always called active
Target sequence (P63279 whole entry, looked up): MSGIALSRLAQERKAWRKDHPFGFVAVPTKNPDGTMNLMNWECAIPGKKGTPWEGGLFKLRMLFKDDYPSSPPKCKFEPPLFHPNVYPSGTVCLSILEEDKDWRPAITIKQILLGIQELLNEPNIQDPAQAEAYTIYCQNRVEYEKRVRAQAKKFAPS
MEKK2mut PB1 HTS – signal of MEK5 binding to mutant human MEKK2 PB1 domain; bead flow cytometry, Alexa488-MEK5 binding to MEKK2 mutant; percent response, % at 10 µM; actives 0.35% (n = 290,000); AID 1530; in the data active means percent response above about 24%, passing the limit was not always enough; further: inactives centre near 1; some results filed as inactive read as strong as hits
MEKK2wt PB1 HTS – raises or lowers MEK5 binding to wildtype human MEKK2 PB1 domain | Q9Y2U5 | bead flow cytometry, Alexa488-MEK5 binding to MEKK2 WT; actives lie on both sides | binding response (% of control), % at 10 µM | actives 1.1% (n = 290,000); in the data active means binding response below about 67% or above about 130%
VIM-2 inh – blocks Pseudomonas aeruginosa VIM-2 metallo-beta-lactamase; inhibition, % at 5.6 µM; actives 0.89% (n = 290,000); purified VIM-2, nitrocefin hydrolysis, epi-absorbance fluorescence;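 active means inhibition above the mean of all tested compounds plus 3 SD, cutoff set per screening run, cut at about 7.5% in these data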;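 further: red hydrolysis product quenches plate fluorescence so inhibitors raise well fluorescence; 0% = enzyme with DMSO and 100% = DMSO without enzyme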
Numbers without * were called inactive.

For C#CCOc1ccc(C2C3=C(CC(C)(C)CC3=O)N(CC(=O)O)C3=C2C(=O)CC(C)(C)C3)cc1 the results were M18AAP inhibitor 5, IMP-1 inhibitor -2.3, NS3 helicase inh 9, FID counter -41, NALP1 inh 3, SUMO HTRF inh 22, MEKK2mut PB1 HTS 18, MEKK2wt PB1 HTS 104 and VIM-2 inh -3.3.
For C=CCNc1nc(Cl)nc(Nc2ccc(OCC)cc2)n1 the results were M18AAP inhibitor -17, IMP-1 inhibitor 0.7, NS3 helicase inh 1, FID counter -2, NALP1 inh 43, SUMO HTRF inh 11, MEKK2mut PB1 HTS -3, MEKK2wt PB1 HTS 92 and VIM-2 inh 2.3.
`Cc1nn(Cc2ccccc2)c(C)c1NC(=O)CSc1nc2c(c(C(F)(F)F)n1)CCc1ccccc1-2` gave M18AAP inhibitor -3, IMP-1 inhibitor -1.4, NS3 helicase inh 8, FID counter -18, NALP1 inh 12, SUMO HTRF inh 24, MEKK2mut PB1 HTS 0, MEKK2wt PB1 HTS 106 and VIM-2 inh -3.2.
For CSCc1c(C(=O)Nc2ccc(N3CCOCC3)cc2)oc2ccccc12 the results were M18AAP inhibitor 3, IMP-1 inhibitor 0.2, NS3 helicase inh -6, FID counter -6, NALP1 inh -3, SUMO HTRF inh 24, MEKK2mut PB1 HTS 2, MEKK2wt PB1 HTS 96 and VIM-2 inh -2.5.
Screening Cc1ccc(CCNC(=O)C2CCN(S(=O)(=O)N3CCCCC3)CC2)cc1 returned M18AAP inhibitor 4, IMP-1 inhibitor -0.7, NS3 helicase inh 6, FID counter -41, NALP1 inh 22, SUMO HTRF inh 0, MEKK2mut PB1 HTS 0, MEKK2wt PB1 HTS 98 and VIM-2 inh -0.6.
Cc1cccn2c(=O)c3cc(C#N)c(=O)n(CC4CCCO4)c3nc12 (stereo not drawn) was read as M18AAP inhibitor 2, IMP-1 inhibitor -0.9, NS3 helicase inh -3, FID counter 0, NALP1 inh 23, SUMO HTRF inh 35, MEKK2mut PB1 HTS 3, MEKK2wt PB1 HTS 102 and VIM-2 inh 1.2.
`COC(=O)N1CCN(CCc2ccccc2)CC1` gave M18AAP inhibitor -4, IMP-1 inhibitor -2.3, NS3 helicase inh -7, FID counter 0, NALP1 inh 15, SUMO HTRF inh 13, MEKK2mut PB1 HTS 2, MEKK2wt PB1 HTS 105 and VIM-2 inh -1.9.
Screening Cc1cccc(C(=O)Nc2ccnc(-c3ccncc3)n2)c1 returned M18AAP inhibitor 5, IMP-1 inhibitor 0.2, NS3 helicase inh -17, FID counter -15, NALP1 inh -14, SUMO HTRF inh -5, MEKK2mut PB1 HTS -47, MEKK2wt PB1 HTS 94 and VIM-2 inh -1.4.
`CCCc1nnc(NC(=O)C(CC)OC(=O)c2cc(C)nc3ccccc23)s1` (stereo not drawn) gave M18AAP inhibitor -8, IMP-1 inhibitor 0.0, NS3 helicase inh -3, FID counter -25, NALP1 inh 8, SUMO HTRF inh 29, MEKK2mut PB1 HTS -3, MEKK2wt PB1 HTS 97 and VIM-2 inh -0.7.
`O=[N+]([O-])c1ccc2[nH]c(O)c(N=NC(=S)NCC3CCCO3)c2c1` (stereo not drawn) gave M18AAP inhibitor -13, IMP-1 inhibitor -1.5, NS3 helicase inh 4, FID counter 4, NALP1 inh 15, SUMO HTRF inh -16, MEKK2mut PB1 HTS -4, MEKK2wt PB1 HTS 94 and VIM-2 inh -0.3.
`COc1ccc(NC(=S)NCc2ccc(F)cc2)c(OC)c1` gave M18AAP inhibitor 3, IMP-1 inhibitor -1.5, NS3 helicase inh -6, FID counter -7, NALP1 inh -8, SUMO HTRF inh 0, MEKK2mut PB1 HTS 0, MEKK2wt PB1 HTS 100 and VIM-2 inh -0.5.
`CCN(CC)CCNC(=O)/C(=C\c1cccn1C)NC(=O)c1cccs1` gave M18AAP inhibitor 0, IMP-1 inhibitor -0.1, NS3 helicase inh 15, FID counter 2, NALP1 inh -34, SUMO HTRF inh 7, MEKK2mut PB1 HTS -3, MEKK2wt PB1 HTS 94 and VIM-2 inh 0.2.
`O=C(Nc1nncs1)C12CC3CC(CC(C3)C1)C2` gave M18AAP inhibitor 9, IMP-1 inhibitor -2.7, NS3 helicase inh -5, FID counter -13, NALP1 inh 10, SUMO HTRF inh 2, MEKK2mut PB1 HTS 8, MEKK2wt PB1 HTS 111 and VIM-2 inh 0.3.
`CN1CCN(CCC(=O)N/N=C/c2cc3c(cc2[N+](=O)[O-])OCO3)CC1` gave M18AAP inhibitor 0, IMP-1 inhibitor -3.8, NS3 helicase inh -1, FID counter 0, NALP1 inh 5, SUMO HTRF inh 3, MEKK2mut PB1 HTS 6, MEKK2wt PB1 HTS 104 and VIM-2 inh -3.6.
For COc1ccccc1OCc1ccc(C(=O)NC(C)c2ccccc2)o1 (stereo not drawn) the results were M18AAP inhibitor -6, IMP-1 inhibitor -0.7, NS3 helicase inh 1, FID counter -26, NALP1 inh 2, SUMO HTRF inh 0, MEKK2mut PB1 HTS 0, MEKK2wt PB1 HTS 107 and VIM-2 inh -2.2.
O=C(CCn1nc(-c2ccccc2)c2ccccc2c1=O)NCC1CCCO1 (stereo not drawn) was read as M18AAP inhibitor 3, IMP-1 inhibitor -5.4, NS3 helicase inh 3, FID counter -12, NALP1 inh 6, SUMO HTRF inh 28 and VIM-2 inh -3.8.
Screening CCCN1C2CCCC1CC(NC(=O)c1ccccc1OCC)C2 (stereo not drawn) returned M18AAP inhibitor 0, IMP-1 inhibitor -1.4, NS3 helicase inh 1, FID counter 11, NALP1 inh 15, SUMO HTRF inh -10, MEKK2mut PB1 HTS 2, MEKK2wt PB1 HTS 103 and VIM-2 inh 0.3.
Screening COc1ccc(-c2nnc3n(CCc4ccccc4)c(=O)c4ccccc4n23)c(OC)c1 returned M18AAP inhibitor -6, IMP-1 inhibitor -0.4, NS3 helicase inh -1, FID counter -3, NALP1 inh 14, SUMO HTRF inh 8, MEKK2mut PB1 HTS 4, MEKK2wt PB1 HTS 100 and VIM-2 inh -1.7.
Screening O=C(CN(C(=O)CSc1nc2ccccc2o1)c1ccccc1F)NC1CCCCC1 returned M18AAP inhibitor -5, IMP-1 inhibitor -0.9, NS3 helicase inh -7, FID counter -6, NALP1 inh 23, SUMO HTRF inh -1, MEKK2mut PB1 HTS -2, MEKK2wt PB1 HTS 97 and VIM-2 inh 0.3.
`O=C(NCc1ccccc1Cl)C1CCN(S(=O)(=O)c2cccs2)CC1` gave M18AAP inhibitor -1, IMP-1 inhibitor -2.0, NS3 helicase inh -4, FID counter -20, NALP1 inh -2, SUMO HTRF inh -6, MEKK2mut PB1 HTS -3, MEKK2wt PB1 HTS 94 and VIM-2 inh -1.6.
`COCCN1C(=O)C(O)=C(C(C)=O)C1c1ccc(F)cc1` (stereo not drawn) gave M18AAP inhibitor 4, IMP-1 inhibitor -1.2, NS3 helicase inh -3, FID counter 13, NALP1 inh -18, SUMO HTRF inh -7, MEKK2mut PB1 HTS 9, MEKK2wt PB1 HTS 109 and VIM-2 inh 1.4.
Screening Cc1cc(N(CC(=O)NC(C)C)S(C)(=O)=O)ccc1Br returned M18AAP inhibitor 6, IMP-1 inhibitor -2.0, NS3 helicase inh 3, FID counter -8, NALP1 inh 12, SUMO HTRF inh 11, MEKK2mut PB1 HTS -2, MEKK2wt PB1 HTS 86 and VIM-2 inh -2.0.
For COc1ccc(CCN(Cc2ccccn2)C(=S)Nc2ccccc2Cl)cc1OC the results were M18AAP inhibitor 1, IMP-1 inhibitor -2.3, NS3 helicase inh 3, FID counter -23, NALP1 inh 2, SUMO HTRF inh -34, MEKK2mut PB1 HTS 1, MEKK2wt PB1 HTS 101 and VIM-2 inh 0.2.
`Cc1ccc2[nH]c(=O)cc(C(=O)OCC(=O)c3ccccc3)c2c1` gave M18AAP inhibitor -4, IMP-1 inhibitor 0.2, NS3 helicase inh 15, FID counter -9, NALP1 inh 23, SUMO HTRF inh 23, MEKK2mut PB1 HTS -4, MEKK2wt PB1 HTS 92 and VIM-2 inh 2.9.
For CCCc1c(C)[nH]c2ccc(NC(C)=O)cc2c1=O the results were M18AAP inhibitor -7, IMP-1 inhibitor -0.4, NS3 helicase inh -4, FID counter 1, NALP1 inh -181, SUMO HTRF inh 24, MEKK2mut PB1 HTS 0, MEKK2wt PB1 HTS 100 and VIM-2 inh 1.4.
For O=C(Nc1sccc1C(=O)N1CCOCC1)c1cccnc1 the results were M18AAP inhibitor 3, IMP-1 inhibitor -1.8, NS3 helicase inh -1, FID counter 4, NALP1 inh 31, SUMO HTRF inh -15, MEKK2mut PB1 HTS -6, MEKK2wt PB1 HTS 88 and VIM-2 inh 0.4.
For COc1ccc(CCC(=O)OCC(=O)c2c(N)n(CC(C)C)c(=O)n(C)c2=O)cc1 the results were M18AAP inhibitor -28, IMP-1 inhibitor -1.4, NS3 helicase inh -7, FID counter -34, NALP1 inh 11, SUMO HTRF inh -12, MEKK2mut PB1 HTS 2, MEKK2wt PB1 HTS 101 and VIM-2 inh 0.9.
CCCC(C(=O)NC1CCCC1)N(CC1CCCO1)C(=O)c1snc(C(N)=O)c1N (stereo not drawn) was read as M18AAP inhibitor -9, IMP-1 inhibitor -0.8, NS3 helicase inh -3, FID counter -20, NALP1 inh -7, SUMO HTRF inh 12, MEKK2mut PB1 HTS 4, MEKK2wt PB1 HTS 92 and VIM-2 inh 0.1.
For O=C(NNC(=S)NC(=O)c1cccnc1)c1ccc(Cl)cc1 the results were M18AAP inhibitor 39*, IMP-1 inhibitor -3.2, NS3 helicase inh 15, FID counter -8, NALP1 inh -10, SUMO HTRF inh -6, MEKK2mut PB1 HTS 3, MEKK2wt PB1 HTS 105 and VIM-2 inh -4.0.
Cc1nn(C)c(N)c1C(O)(c1nccn1C)C(F)(F)F (stereo not drawn) was read as M18AAP inhibitor 1, IMP-1 inhibitor -0.9, NS3 helicase inh 7, FID counter 0, NALP1 inh 2, SUMO HTRF inh 9 and VIM-2 inh -3.5.
O=C(c1cc(COc2ccc3ncccc3c2)on1)N1CCCCCC1 was read as M18AAP inhibitor -1, IMP-1 inhibitor -1.9, NS3 helicase inh -1, FID counter -25, NALP1 inh 10, SUMO HTRF inh 11, MEKK2mut PB1 HTS -4, MEKK2wt PB1 HTS 91 and VIM-2 inh -5.7.
CCOc1ncccc1C(=O)OCC(=O)Nc1cc(C)ccc1C was read as M18AAP inhibitor 1, IMP-1 inhibitor -2.5, NS3 helicase inh -1, FID counter -7, NALP1 inh 12, SUMO HTRF inh 15, MEKK2mut PB1 HTS -8, MEKK2wt PB1 HTS 93 and VIM-2 inh -2.5.
